Assay outcomes deposited in PubChem by Sanford-Burnham Center for Chemical Genomics.
KOR beta-arrestin-1 = KOR agonists, beta-arrestin recruitment, primary screen, cell-based, luminescence, uHTS (AID 1777); hit rate 0.02% among 280,000; KOR beta-arrestin recruitment, luminescence; higher % means a stronger effect; Kappa-type opioid receptor (Homo sapiens); activation, % at 10 µM; hits with a dose series show EC50 in µM; in the data active means activation above about 50%, passing the limit was not always enough; further: a part of the inactive calls stands beside numbers as strong as those of hits
GPR55 activation = GPR55 agonists via beta-arrestin recruitment, primary screen, imaging, U2OS cells, beta-arrestin-GFP redistribution (AID 1961). one-dose activation, % at 10 µM; EC50 in µM for titrated hits. hit rate 0.048% among 290,000. G-protein coupled receptor 55 (Homo sapiens). U2OS GPR55 beta-arrestin-GFP redistribution imaging; higher % means a stronger effect;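 active means activation above 40% with more than 50 cells counted in the well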;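 further: U2OS osteosarcoma cells stably expressing GPR55 and beta-arrestin-GFP; plate controls were DMSO negative control for no effect and LPI positive control for full effect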
GPR55 antagonists = GPR55 antagonists blocking LPI-driven arrestin recruitment, primary screen, imaging, U2OS, beta-arrestin-GFP, LPI agonist (AID 2013); U2OS GPR55 beta-arrestin-GFP translocation imaging, LPI antagonism; higher % means a stronger effect; hit rate 0.13% among 290,000; inhibition, % at 10 µM; hits with a dose series show IC50 in µM; G-protein coupled receptor 55 (Homo sapiens);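 active means spots per cell inhibited over 60%, with over 100 cells counted and total cytoplasm intensity under 500,000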;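 further: U2OS cells stably carrying GPR55 and arrestin-GFP stimulated by 5 µM LPI near EC80; imaged beta-arrestin-GFP aggregate spots per cell after agonist stimulation; plate controls were LPI-stimulated DMSO wells for no effect and DMSO wells without LPI for full effect; some results filed as inactive read as strong as hits; confirmed hits need IC50 under 10 µM and bright autofluorescent wells are also inconclusive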
HIV fusion peptide = inhibitors of HIV fusion peptide binding, primary screen, biochemical, uHTS, fluorescence dequenching (AID 1986) | cell-free peptide binding, fluorescence dequenching, 30 min; higher % means a stronger effect | inhibition, % at 20 µM, or IC50 in µM where a hit was titrated | hit rate 0.3% among 290,000; in the data active means inhibition mostly above about 52%, no sharp cut-off; inactive means mostly below about 76%; further: some results filed as inactive read as strong as hits
AID2073 = inhibitors of Mint1-CaV2.2 protein interaction, biochemical, HTRF (AID 2073); Voltage-dependent N-type calcium channel subunit alpha-1B (Homo sapiens); HTRF protein-protein interaction, Mint1-CaV2.2; higher % means a stronger effect; inhibition, % at 20 µM; hits with a dose series show IC50 in µM; hit rate 0.19% among 290,000; in the data active means inhibition mostly above about 51%, no sharp cut-off; further: some results filed as inactive read as strong as hits
KOR beta-arrestin-2 = KOR antagonists, beta-arrestin recruitment, cell-based, luminescence, uHTS (AID 1778) | KOR beta-arrestin recruitment, luminescence, antagonist mode; higher % means a stronger effect | hit rate 0.091% among 290,000 | Kappa-type opioid receptor (Homo sapiens) | one-dose inhibition, % at 10 µM; IC50 in µM for titrated hits; in the data active means inhibition above about 50%; further: strong numbers were not always called active
Siah-1 displacement = Siah-1 peptide-binding antagonists, primary screen, biochemical, fluorescence polarization, rhodamine-plectin, uHTS (AID 1817); E3 ubiquitin-protein ligase SIAH1 (Homo sapiens); Siah-1 / rhodamine-plectin peptide fluorescence polarization; higher % means a stronger effect; displacement, % at 20 µM; hits with a dose series show IC50 in µM; hit rate 0.02% among 290,000;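 active means displacement of at least 50% at 20 µM, with a fluorescence ratio check between 0.3 and a set limit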;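 further: plate controls were Siah plus tracer with DMSO for no effect and tracer alone without Siah for full effect; strong numbers were not always called active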
GPR35 arrestin U2OS = GPR35 antagonists blocking zaprinast-driven arrestin recruitment, primary screen, imaging, U2OS, beta-arrestin-GFP, zaprinast agonist (AID 2058); G-protein coupled receptor 35 (Homo sapiens); U2OS GPR35 beta-arrestin-GFP translocation imaging, zaprinast antagonism; higher % means a stronger effect; inhibition, % at 10 µM; hits with a dose series show IC50 in µM; hit rate 0.052% among 290,000;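 active means inhibition of at least 50% with at least 30 cells and total cytoplasm GFP at most 10,000,000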
NOD1 inhibition = NOD1 signaling inhibitors, primary screen, cell-based, luminescence, uHTS (AID 1578); hit rate 1% among 290,000; NOD1-driven NF-kB luciferase reporter cells, luminescence; higher % means a stronger effect; inhibition, % at 4 µM; hits with a dose series show EC50 in µM; in the data active means inhibition mostly above about 36%, no sharp cut-off; inactive means mostly below about 34%;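 further: HEK-293T reporter cells stimulated with the NOD1 agonist gamma-tri-DAP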
The depositor's hits bear a star; x = not tested or not shown; [ ] = dose if it differs, or a comment.

SMILES | KOR beta-arrestin-1 | GPR55 activation | GPR55 antagonists | HIV fusion peptide | AID2073 | KOR beta-arrestin-2 | Siah-1 displacement | GPR35 arrestin U2OS | NOD1 inhibition
CN1C(=O)NC(c2ccccc2[N+](=O)[O-])C2=C1CC(C)(C)CC2=O (configuration not stated) | -2.5% | 0.2% | 7% | 0.5% | -2% | -8% | 4% | -14% | 2%
COc1ccccc1OCc1csc(N)n1 | -4.8% | -0.2% | 4% | -1.0% | -7% | 12% | 0% | -8% | -17%
O=C(O)c1ccc(-n2c(O)c(C=C3N=c4ccccc4=N3)sc2=S)cc1 | 0.9% | -0.3% | 11% | 33% | -34% | 3% | 2% | 1% | 2%
Cc1ccc(NS(=O)(=O)c2ccc(-c3coc(C)n3)cc2)c(Br)c1 | -1.1% | 0.1% | -6% | -0.2% | 3% | -14% | 8% | 9% | -14%
CCOC(=O)CSc1nc(-c2ccc(OC)cc2)ns1 | -3.1% | 0.2% | 7% | -0.8% | 2% | 37% | 0% | -6% | -21%
Cc1ccc(C(=O)Cn2c3[n+](c4ccccc42)CC(O)CS3)cc1 (configuration not stated) | -3.6% | 0.1% | 4% | -0.7% | -4% | 25%[20 µM] | 7% | -2% | -25%
CCn1c(=O)cc(N2CCN(Cc3ccccc3)CC2)[nH]c1=O | x | 0.0% | -8% | -2.0% | 3% | -11%[20 µM] | 4% | -13% | -7%
Cc1[nH]c2ccccc2c1C(=O)C(=O)NCC1CCCO1 (configuration not stated) | -1.8% | -0.3% | 5% | -1.2% | 10% | -19% | 22% | -12% | -26%
Cc1cccc(/C=N/NC(=O)c2ccncc2)n1 | -1.5% | -0.1% | -5% | 1.0% | 1% | 10% | 4% | -7% | 5%
O=C(O)c1cccc(CSc2nnc(-c3cccnc3)o2)c1 | -2.7% | -0.1% | -19% | 1.3% | 1% | -58%[20 µM] | -5% | 2% | 46%
CSc1ccc(S(=O)(=O)N2CCC(C(=O)NCCN3CCOCC3)CC2)cc1 | -4.8% | -0.1% | -3% | -1.1% | -3% | -32% | -8% | 13% | -17%
CCOCc1nnc(NC(=O)c2ccc3c(c2)OCO3)s1 | 16% | 0.6% | 83% | 1.5% | 0% | -40% | 1% | -12% | -40%
COc1ccc(N2CCN(c3cc(C)c4ccc(O)cc4n3)CC2)cc1 | 0.8% | -0.5% | 5% | -1.3% | 16% | 16% | 6% | -8% | -13%
OCCNc1nc2ccccc2[nH]1 | -0.3% | 0.0% | 14% | -1.0% | 0% | 1% | 1% | 10% | 8%
Cc1ccc(S(=O)(=O)N2CCC(C(=O)Nc3nnc(C)s3)CC2)cc1 | -3.6% | -0.2% | -1% | -0.9% | 1% | -1% | 3% | -18% | -43%
CS(=O)(=O)N(CC(O)Cn1c2ccccc2c2ccccc21)c1cccc2ccccc12 (configuration not stated) | -2.7% | 0.0% | 51% | -0.4% | 12% | -32% | -4% | -13% | -22%
Cc1cccc(C(C)C)c1NS(=O)(=O)c1cn(C)nc1C | -0.5% | 0.0% | 27% | -1.3% | 4% | 8% | 4% | -3% | -15%
O=C(CCCN1C(=O)C2CC=CCC2C1=O)Nc1ccccc1F (configuration not stated) | -2.1% | 0.0% | 3% | -1.5% | 0% | 2% | 2% | -4% | -38%
Cc1ccc(S(=O)(=O)Cc2ccccc2Cl)cc1 | -0.4% | 0.3% | -7% | 1.2% | 0% | 25% | 8% | 0% | -7%
Cc1cc(C)c(S(=O)(=O)NC2CC(C)(C)NC(C)(C)C2)cc1C | 0.6% | 0.7% | 0% | -1.0% | 0% | -2%[20 µM] | 3% | -12% | -32%
CCc1nnc(NC(=O)CSc2nc(-c3ccccc3)nc3ccccc23)s1 | 5.3% | 0.1% | -4% | -1.3% | 19% | 7% | -1% | -2% | -23%
COc1cccc(/C=c2\sc3nc(-c4cccs4)nn3c2=O)c1OC | -0.4% | 0.2% | 20% | 2.8% | 3% | 23% | 1% | 11% | -31%
Cc1cc(C)c(S(=O)(=O)/N=C2/C=C(SCC(=O)O)C(=O)c3ccccc32)cc1C | -0.1% | 0.1% | -7% | 26% | 51% | -68% | -7% | 6% | 38%
CC(=O)c1ccc(-c2ccc([C@H]3[C@@H]4C=CCC[C@@]4(C)C(=O)N3Cc3ccccc3)c(F)c2)cc1 | 10% | 0.6% | 5% | 0.9% | 1% | 20% | 8% | -9% | 11%
CC(C)Sc1nc2ccccc2n1CC(N)=O | x | -1.0% | 12% | -2.8% | -6% | x | 0% | -6% | -17%
C/C(CC(=O)Nc1ccc2c(c1)OCCO2)=N\NC(=O)COc1cccc(C)c1 | 1.6% | 0.0% | 2% | 0.6% | 8% | -16% | -3% | 9% | 10%
COc1ccc(-n2c(=S)[nH]c3[nH]ncc3c2=O)cc1 | 0.8% | 0.3% | 5% | -2.1% | -51% | -8% | -3% | 1% | -5%
O=C(O)c1cc2n(n1)C(C(F)(F)F)CC(C1CC1)N2 (configuration not stated) | 0.8% | 1.4% | 7% | 1.7% | 7% | 8% | 2% | -4% | 2%
N/C(Cn1cncn1)=N\NC(=O)C(=O)Nc1cccc(C(F)(F)F)c1 | 2.5% | -0.1% | -18% | 0.0% | -1% | -28%[20 µM] | 1% | 4% | -32%
CN1CCN(NC(=O)CSc2ccc(Cl)cc2Cl)CC1 | -1.4% | -0.8% | 0% | -0.1% | 2% | -22% | 4% | 4% | -46%
Cc1cc(N2C3CCC2CC(O)(c2ccc(F)cc2)C3)nc(-c2ccccc2)n1 (configuration not stated) | 6.7% | 0.6% | 16% | -2.6% | 1% | 18% | -2% | -2% | 8%
Cc1cc(-n2c(SCC(=O)Nc3ccc(F)c(F)c3)nc3n[nH]c(C)c3c2=N)ccc1Cl | -5.2% | 0.1% | 7% | -0.5% | 24% | -15% | 1% | -6% | -6%
Cc1cccc(NC(=O)CN2C(=O)N/C(=C/c3cc(C)n(-c4cccnc4)c3C)C2=O)c1 | -2.4% | -0.4% | 4% | -1.1% | 30% | 18% | 7% | -3% | -28%
CS(=O)(=O)N(CC(=O)O)c1ccc(C23CC4CC(CC(C4)C2)C3)cc1 | -2.4% | -0.3% | 3% | 4.1% | 0% | -27%[20 µM] | 9% | -3% | -12%
CCC(NC(=O)c1ccccc1NC(=O)c1ccc(OC)cc1)C(=O)N1CCCC1 (configuration not stated) | 0.9% | -0.1% | -7% | 4.2% | 0% | -22% | -6% | 0% | -35%
CCc1cccc(NC(=O)CS(=O)Cc2nc(-c3ccc(C)cc3)oc2C)c1 (configuration not stated) | 6.0% | 0.4% | -6% | 2.9% | -4% | 12% | 3% | 13% | -10%

A stretch of the results above, for reference:
SMILES | KOR beta-arrestin-1 | GPR55 activation | GPR55 antagonists | HIV fusion peptide | AID2073 | KOR beta-arrestin-2 | Siah-1 displacement | GPR35 arrestin U2OS | NOD1 inhibition
Cc1cc(-n2c(SCC(=O)Nc3ccc(F)c(F)c3)nc3n[nH]c(C)c3c2=N)ccc1Cl | -5.2% | 0.1% | 7% | -0.5% | 24% | -15% | 1% | -6% | -6%
Cc1cccc(NC(=O)CN2C(=O)N/C(=C/c3cc(C)n(-c4cccnc4)c3C)C2=O)c1 | -2.4% | -0.4% | 4% | -1.1% | 30% | 18% | 7% | -3% | -28%

Sorted by molecular weight (highest first): part of the list above
SMILES | KOR beta-arrestin-1 | GPR55 activation | GPR55 antagonists | HIV fusion peptide | AID2073 | KOR beta-arrestin-2 | Siah-1 displacement | GPR35 arrestin U2OS | NOD1 inhibition
Cc1cccc(NC(=O)CN2C(=O)N/C(=C/c3cc(C)n(-c4cccnc4)c3C)C2=O)c1 | -2.4% | -0.4% | 4% | -1.1% | 30% | 18% | 7% | -3% | -28%
CCC(NC(=O)c1ccccc1NC(=O)c1ccc(OC)cc1)C(=O)N1CCCC1 (configuration not stated) | 0.9% | -0.1% | -7% | 4.2% | 0% | -22% | -6% | 0% | -35%
Cc1cc(N2C3CCC2CC(O)(c2ccc(F)cc2)C3)nc(-c2ccccc2)n1 (configuration not stated) | 6.7% | 0.6% | 16% | -2.6% | 1% | 18% | -2% | -2% | 8%
O=C(O)c1cc2n(n1)C(C(F)(F)F)CC(C1CC1)N2 (configuration not stated) | 0.8% | 1.4% | 7% | 1.7% | 7% | 8% | 2% | -4% | 2%
COc1ccc(-n2c(=S)[nH]c3[nH]ncc3c2=O)cc1 | 0.8% | 0.3% | 5% | -2.1% | -51% | -8% | -3% | 1% | -5%

The results go on:
SMILES | KOR beta-arrestin-1 | GPR55 activation | GPR55 antagonists | HIV fusion peptide | AID2073 | KOR beta-arrestin-2 | Siah-1 displacement | GPR35 arrestin U2OS | NOD1 inhibition
COC(=O)NCN1C(=O)C2C3C=CC(C3)C2C1=O (configuration not stated) | -0.2% | -0.5% | 5% | -1.0% | 9% | -3% | -1% | 14% | -12%
COc1ccc(-c2nc(SCC(=O)Nc3cc(C)on3)n[nH]2)cc1 | 2.3% | 0.0% | 5% | -1.6% | 2% | -34% | -2% | -2% | -16%
Cc1ccccc1Nc1nc(N)nc(COC(=O)CC2CC3CCC2C3)n1 (configuration not stated) | -0.2% | 0.3% | -2% | 3.0% | 5% | -15% | 4% | -2% | -4%
O=C(NCc1ccc(Cl)cc1)C(=O)NCC1OCCN1C(=O)c1cccs1 (configuration not stated) | -2.4% | 0.1% | 6% | -1.2% | 7% | 21% | 6% | -4% | -14%
CC1CCN(CCCNC(=O)C2CC(=O)N(C3CCCCCC3)C2)CC1 (configuration not stated) | 9.3% | -0.1% | -3% | -2.0% | 2% | -4% | 4% | 4% | 0%
CCSc1nnc(NC(=O)CSC2=NCCS2)s1 | 0.9% | -0.4% | -11% | 8.3% | -2% | -53% | 1% | -5% | -34%
O=C(O)c1ccccc1-c1ccccc1C(=O)Nc1cccc2ccccc12 | 0.2% | 0.4% | 21% | -0.2% | 17% | -17% | 2% | 26% | 1%
Cc1nnc(NC(=O)C2CCCN2C(=O)Nc2ccccc2)s1 (configuration not stated) | 4.7% | -0.1% | -1% | -0.6% | 7% | -50% | 0% | -7% | -13%
COc1ccc(C(C)=O)cc1CSc1nnc(C)s1 | 3.8% | -0.2% | 11% | 7.6% | 15% | 8% | -1% | 12% | -7%
CCOC(=O)N1CCN(C(=O)CCCn2c(=S)[nH]c3ccccc3c2=O)CC1 | -2.7% | 0.0% | 1% | -1.1% | -33% | -10% | -1% | 13% | -12%
Cn1c(=O)[nH]c(=O)c2c1nc(N1CCN(CCO)CC1)n2Cc1ccccc1 | -2.6% | -0.1% | -6% | -0.6% | 0% | -21%[20 µM] | 10% | -2% | -22%
CCOc1ccc2nnc(-c3ccc(Br)cc3)n2n1 | -5.8% | -0.4% | -1% | 1.2% | 9% | 18% | 5% | 2% | -8%

A portion of the library; the hit share may differ from the screen's.
